Tb PGK inh – blocks T. brucei phosphoglycerate kinase; P07378; PGK/GAPDH coupled, Kinase-Glo luminescence, 60 min; Potency, µM (doses to about 57.5 µM), without a hit: at the highest dose activity change, negative = inhibition, hits mostly inhibitors; 0.043% of 380,000 active; note: % is set by controls: 0 for no effect and ±100 for the full control effect; nearly all actives have a fitted effect of over 60% in size
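Recombinant glycosomal PGK reaction used 1,3-bisphosphoglycerate generated in-well by GAPDH (100nM final) in 100mM TEA pH 7.6, 5mM MgCl2, 0.01% Tween-20. After 60 minutes at room temperature, ATP was read by Kinase-Glo Plus luminescence end-point.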
TrxR1 inh – rat TrxR1 inhibition; AID 588453; Potency, µM (highest dose often 114 µM), for the others: at the top dose activity change, negative = inhibition, hits mostly inhibitors; O89049; 1% of 390,000 active; recombinant rTrxR1, NADPH fluorescence consumption, selenite substrate; note: % is set by controls: 0 for no effect and ±100 for the full control effect; nearly all actives have a fitted effect of over 65% in size
Target sequence (O89049 whole entry, looked up): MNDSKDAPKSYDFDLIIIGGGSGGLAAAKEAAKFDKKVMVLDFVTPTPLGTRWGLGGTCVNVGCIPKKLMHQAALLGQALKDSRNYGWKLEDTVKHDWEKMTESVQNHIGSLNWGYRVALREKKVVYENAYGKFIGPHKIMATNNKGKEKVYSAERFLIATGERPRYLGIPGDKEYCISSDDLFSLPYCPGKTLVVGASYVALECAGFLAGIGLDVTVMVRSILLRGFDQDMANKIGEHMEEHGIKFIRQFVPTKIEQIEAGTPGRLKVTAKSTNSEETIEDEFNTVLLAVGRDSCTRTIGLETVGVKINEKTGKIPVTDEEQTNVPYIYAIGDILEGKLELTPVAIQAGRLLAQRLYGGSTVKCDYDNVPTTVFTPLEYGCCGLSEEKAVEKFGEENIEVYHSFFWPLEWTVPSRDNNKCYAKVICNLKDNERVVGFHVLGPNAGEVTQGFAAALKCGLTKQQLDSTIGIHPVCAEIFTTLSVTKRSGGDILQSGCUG
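Rat TrxR1 (90 nM in the dispensed reagent) was pre-reduced with 400 uM NADPH for 5 min at room temperature, then incubated with compound for 15 min. After 400 uM selenite was added, NADPH fluorescence (Ex 340/Em 450 nm) was followed for 8 min.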
GLS inhibitor – blocks human kidney-isoform glutaminase activity; GLS enzymatic activity, qHTS titration; O94925; 0.21% of 410,000 active; AID 624170; Potency, µM (series often up to 45.5 µM), without a hit: at the highest dose activity change, negative = inhibition, actives largely listed as inhibitors; note: % is set by controls: 0 for no effect and ±100 for the full control effect
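Enzyme dispensed in phosphate buffer (45 mM, pH 8.2, 0.02% Tween-20), compounds pinned in, then 1 mM L-glutamine solution and the glutamate oxidase–HRP–Amplex Red mix added; fluorescence read immediately and again after 30 min at room temperature.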
JMJD2A Tudor – blocks the human JMJD2A Tudor domain; Potency, µM (top dose mostly 114 µM), inactives show at the top dose activity change, negative = inhibition, most hits filed as inhibitors; 4.4% of 390,000 active; O75164; AlphaScreen JMJD2A-Tudor / H3K4me3 peptide binding; note: % is set by controls: 0 for no effect and ±100 for the full control effect; nearly all actives have a fitted effect of over 50% in size
ALOX12 inh – inhibitors of human 12S-lipoxygenase ALOX12. P18054. purified 12hLO, xylenol orange hydroperoxide absorbance. Potency, µM (titrated, usually from 108 µM), for inactives: at the top dose activity change, negative = inhibition, hits mostly inhibitors. 1.1% of 580,000 active. AID 1671190; note: % is set by controls: 0 for no effect and ±100 for the full control effect
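Purified human 12hLO at 150 nM in 25 mM Hepes, 0.01% Triton X-100, pH 7.0, preincubated 15 min at room temperature with compound. Reaction started with 40 uM arachidonic acid, 30 min at room temperature. Hydroperoxide measured by Fe-xylenol orange, 573/405 nm absorbance ratio.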
Pin1 inh – blocks the human prolyl isomerase Pin1; Pin1 FP peptide displacement, HiFluor488, 10 min; 0.009% of 390,000 active; Potency, µM (doses to about 115 µM), for the others: at the top dose activity, negative = inhibition, usual class: inhibitors; active = well fitted inhibition curve with a large enough effect in the polarisation, with a control signal flat, not every such curve was filed as active; inconclusive = small, poorly fitted or top-dose-only effect, or effect the other way, or a change in a side signal; inactive = no such curve, though single readings can be large or run the other way; the % refers to the polarisation; note: % is set by controls: 0 for no effect and ±100 for the full control effect
Target sequence (Q13526 whole entry, looked up): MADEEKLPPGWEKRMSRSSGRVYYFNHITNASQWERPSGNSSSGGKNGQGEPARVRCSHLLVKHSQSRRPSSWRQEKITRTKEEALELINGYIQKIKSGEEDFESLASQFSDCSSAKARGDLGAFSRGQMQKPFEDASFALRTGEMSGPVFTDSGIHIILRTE
RGS4 inh – inhibitors of human regulator of G protein signaling 4. P49798. Transcreener GDP fluorescence polarization, RGS4-accelerated GTP hydrolysis. Potency, µM (titrated, usually from 114 µM), without a hit: at the highest dose activity change, negative = inhibition, most hits filed as inhibitors. 0.039% of 390,000 active. AID 504845; note: % is set by controls: 0 for no effect and ±100 for the full control effect; nearly all actives have a fitted effect of over 75% in size; some results filed as inactive show a strong effect at the top dose
Target sequence (P49798 whole entry, looked up): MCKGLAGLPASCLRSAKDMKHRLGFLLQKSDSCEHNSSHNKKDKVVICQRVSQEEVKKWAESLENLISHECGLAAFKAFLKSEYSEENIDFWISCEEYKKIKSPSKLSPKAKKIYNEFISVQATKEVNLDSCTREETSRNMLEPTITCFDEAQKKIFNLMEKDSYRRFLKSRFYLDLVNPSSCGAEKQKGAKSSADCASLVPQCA
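MLSMR compounds (23 nl, pin-transferred) preincubated 10 min at room temperature with a 500nM (2x) first reagent, then RGS4 at 900nM (2x) plus Transcreener GDP mix added; fluorescence polarization (620/688 nm) read before and after 90 min at 30 °C.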
ERG-DNA inh – ERG Ets/DNA interaction inhibition. P11308. fluorescence polarization, His-ERG Ets domain / labelled DNA. Potency, µM (top dose mostly 76.9 µM), for inactives: top-dose FP activity, negative = inhibition, most hits filed as inhibitors. 0.028% of 370,000 active. AID 624246; active = well fitted inhibition curve with a large enough effect in the polarisation, with a control signal flat; inconclusive = small, poorly fitted or top-dose-only effect, or effect the other way, or a change in a side signal; inactive = no such curve, though single readings can be large or run the other way; the % refers to the polarisation;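 note: polarization taken with two DNA probes labelled with fluorescein and Texas red; % of control where 0% means no effect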
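His-tagged ERG Ets domain (1 uM in the protein solution; 300mM KCl, 50mM Tris-HCl, 1mM EDTA, 1mM DTT, pH 7.5) received compound, then a probe mix of 5 nM fluorescein-DNA and 100nM Texas-615-DNA. Fluorescence polarization was read for both dyes.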
HP1b chromo inh – HP1-beta chromodomain-methylated histone interaction inhibition. Potency, µM (top dose mostly 114 µM), without a hit: top-dose activity change, negative = inhibition, usual class: inhibitors. AlphaScreen HP1-beta / biotin-H3K9me3 peptide binding. 0.56% of 390,000 active. AID 540317; note: nearly all actives have a fitted effect of over 70% in size; inactives centre near 23
Target sequence (P83916 whole entry, looked up): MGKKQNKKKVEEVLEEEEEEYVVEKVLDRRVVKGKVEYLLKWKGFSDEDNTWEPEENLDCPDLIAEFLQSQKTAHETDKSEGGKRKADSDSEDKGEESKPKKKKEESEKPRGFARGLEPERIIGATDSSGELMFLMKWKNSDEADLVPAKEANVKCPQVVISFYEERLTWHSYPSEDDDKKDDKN
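HP1-beta protein (50 nM final) preincubated 30 min at room temperature with biotinylated H3(1-18)K9me3 peptide (50 nM) in PBS pH 7.4, 0.01% Tween-20, then compound added for 30 min. AlphaScreen streptavidin donor/nickel chelate acceptor beads (10 ug/mL final), 30 min dark, luminescence read.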
The depositor's hits bear a star; i = inactive; ? = inconclusive; . = not tested or not shown; [ ] = another dose, or the depositor's remark. Unless noted, calls come from the whole dose curve; as a rule, active = well fitted curve in the direction sought with a large enough effect; inconclusive = small, poorly fitted or top-dose-only effect, or another doubt; inactive = no such curve, though single readings can be large; an effect the other way counts as inactive or inconclusive. Potency is the fitted concentration of half-maximal effect. An excerpt; the hit share may differ from the screen's.

SMILES | Tb PGK inh | TrxR1 inh | GLS inhibitor | JMJD2A Tudor | ALOX12 inh | Pin1 inh | RGS4 inh | ERG-DNA inh | HP1b chromo inh
CCN(CC)c1nc2c(c(=O)[nH]c(=O)n2C)n1Cc1ccccc1 | -2% | 3% | -13% | -10% | 26% | -9% | 14% | 3% | 29%
CCc1ccc(C2c3c(oc4ccc(C)cc4c3=O)C(=O)N2c2nc(C)c(C)s2)cc1 (stereo not given) | -2% | 6% | 0% | 3% | -16% | -5% | -5% | -3% | 26%
CN(CC(=O)Nc1cccc(F)c1)C(=O)C1(c2ccccc2)CC1 | -4% | 9% | 0% | -13% | 198%[activator] | -5% | -13% | 9% | 30%
O=C1c2ccccc2C(O)(c2ccccc2)N1CCc1ccccc1 (stereo not given) | -3% | 29% | -12% | -7% | -3% | 5% | 1% | 6% | 41%[activator]
Cc1oc(-c2ccc(Cl)cc2)nc1Cn1c(=O)cc(-c2ccccc2)c2c(C)nn(C)c21 | i | 8%[57.1 µM] | 1% | -21% | -21% | 7% | 18% | -6% | 67%[activator]
CCc1ccc(NC(=O)C(C)OC(=O)CCN2C(=O)C3CC=CCC3C2=O)cc1 (stereo not given) | -3% | 9%[57.1 µM] | 4% | -13% | -19% | -1% | 5% | -7% | 5%
CC(=O)Nc1cccc(CP(=O)(c2ccccc2)c2ccccc2)c1 | -3% | 14%[57.1 µM] | -3% | -11% | 0% | -2% | -5% | -1% | 8%
C=CCn1c(-c2csc(-c3ccccc3)n2)n[nH]c1=S | -7% | 3% | ? | -18% | ? | -4% | -50% | 5% | 34%
O=C(COC(=O)c1ccc(Br)o1)NCc1ccccc1Cl | -3% | 9% | -8% | 9% | 5% | 4% | -12% | -1% | 32%
CC(=O)c1cccc(NC(=O)/C(=C\c2ccco2)NC(=O)c2cccs2)c1 | -2% | -4% | 12% | -19% | -12% | 36%[activator] | 30% | -4% | 11%
COc1ccc(CNC(=O)C(c2ccncc2)N(C(=O)Cc2cccs2)c2cccnc2)cc1 (stereo not given) | 2% | 8% | 18% | -11% | 28% | 4% | 14% | 31%[activator] | 15%
O=C(CCc1ccccc1)Nc1ccccc1C(=O)N1CCOCC1 | 4% | 7% | 0% | -1% | 4% | 0% | 9% | -2% | 33%
CC1Cc2cc(/C(O)=C3/C(=O)C(=O)N(CCCn4ccnc4)C3c3cccnc3)ccc2O1 (stereo not given) | -4% | -13% | 2% | 14µM* | -17% | -1% | 27% | -1% | 8%
NC(=O)CCc1nc2cc(C(F)(F)F)ccc2n(Cc2ccccc2)c1=O | -4% | -10% | -1% | -8% | 3% | 9% | 11% | 16% | 26%
CCCCN(CC)CCNC(=O)c1cc2c(=O)[nH]c3ccc(C)cc3c2s1 | -2% | -11%[57.1 µM] | 12% | ? | -1% | -1% | 9% | -15% | -1%
CCOC(=O)c1c(C)[nH]c(C(=O)COC(=O)CNC(=O)c2ccc(Cl)cc2Cl)c1C | -3% | 2% | -1% | -12% | -4% | 11% | -16% | ? | 28%
CC(=O)N1CC(C)Sc2ccc(S(=O)(=O)NCc3ccc(Cl)cc3)cc21 (stereo not given) | 9% | 7% | 2% | -8% | -1% | -7% | 1% | -1% | 24%
CCOc1cc(NC(=S)NCc2ccco2)c(OCC)cc1NC(=O)c1ccco1 | -5% | -13% | 4% | -1% | -12% | -4% | -30% | -2% | 18%
CCOC(=O)c1[nH]ncc1CN1CCCC(C(=O)c2ccc(C(C)(C)C)cc2)C1 (stereo not given) | -3% | -6% | 1% | -11% | -11% | 1% | -15% | 6% | 34%
CN1C(=O)[C@@H]2[C@@H]3C[C@@H]([C@H]4ON=C(c5ccc(Cl)cc5)[C@@H]34)[C@@H]2C1=O | -2% | 19% | -3% | -8% | -15% | -1% | 4% | 2% | 11%

(continued)
SMILES | Tb PGK inh | TrxR1 inh | GLS inhibitor | JMJD2A Tudor | ALOX12 inh | Pin1 inh | RGS4 inh | ERG-DNA inh | HP1b chromo inh
CCOP(=O)(c1ccccc1)C1(O)CCCCC1 (stereo not given) | i | 6%[57.1 µM] | -14% | -16%[11.4 µM] | 0% | -2% | 4%[11.4 µM] | 4% | 58%[activator]
O=C(COc1ccc(C(=O)c2ccccc2)cc1)NC1CCCCCC1 | i | -2% | 0% | -6% | -6% | -4% | -34% | . | 39%
COC(=O)CCC/C=C1/SCC(NC(=O)c2ccccc2)C1NC(C)=O (stereo not given) | -6% | 20% | -1% | -2% | 1% | -4% | -12% | 0% | 50%[activator]
COCCOc1ccc(C(F)(F)F)cc1Nc1nc2ccccc2o1 | -2% | 12%[57.1 µM] | 32%[activator] | 28µM* | 0% | 2% | -8%[11.4 µM] | -1% | 30%
NS(=O)(=O)c1cc(Cl)c(Cl)c(S(N)(=O)=O)c1 | 4% | 14% | 0% | -17% | 2% | -7% | 14% | 5% | 26%
O=C(O)Cc1c(-c2ccccc2Cl)c2cc(Br)ccc2[nH]c1=O | -9% | 5% | 8% | -5% | 4% | 4% | 19% | 13% | 42%[activator]
O=C(O)/C=C/c1cccc(NC(=O)Nc2ccc([N+](=O)[O-])cc2)c1 | -6% | 5% | 0% | ? | -4% | 3% | -11% | 9% | 6%
CC(C)OCCCNCc1cccs1 | -7% | -23% | 1% | -5% | 21% | -9% | -9% | 1% | 56%[activator]
COC(=O)CCNS(=O)(=O)c1ccc2ccccc2c1 | 0% | -3% | 4% | -10% | -14% | ? | -20% | -8% | 9%
O=C(Nc1ccc(Cl)c(S(=O)(=O)N2CCOCC2)c1)[C@@H]1CCCN1C(=O)c1cccs1 | 0% | -6% | 0% | -15% | ? | -6% | -22% | -13% | 9%
CC(=O)NS(=O)(=O)c1ccc(NC(=O)CSc2ccccc2)cc1 | -6% | 22% | -2% | 3% | 0% | 8% | -2% | -3% | 33%
COc1ccc(OCC(=O)Nc2ccc(N3CCN(C(=O)c4ccccc4C)CC3)cc2)cc1 | -1% | 6%[57.1 µM] | 16% | -11% | -9% | 3% | -42% | 9% | 40%
Cc1cc(C)n(CCOc2nonc2N)n1 | . | 33% | -4% | -10% | 1% | -9% | -2% | . | 32%
CC1CCN(c2ccc3c(c2)S(=O)(=O)c2cccc(C(=O)NC4CCCCC4)c2C3=O)CC1 | i | -4% | -3% | -13% | ? | ? | -2% | -11% | 17%
Cc1cc(C)n(-c2cc(N3CCN(S(=O)(=O)c4ccc(Cl)cc4)CC3)ccc2[N+](=O)[O-])n1 | 1% | 9% | 1% | -26% | 2% | 6% | 2% | -3% | -3%
CC(=O)N1CCc2cc(S(=O)(=O)NCCC(=O)NCCc3ccc(Cl)cc3)ccc21 | -8% | 13% | -3% | -13% | -13% | 4% | 32% | -6% | 32%
COc1ccc(C2CC(c3cccs3)=NN2C(=O)CCC(=O)O)cc1OC (stereo not given) | 5% | 4% | 2% | -15% | 0% | -7% | -8%[56.9 µM] | -3% | 14%
COCCCN1C(=O)C(=O)/C(=C(/O)c2ccc(C)cc2)C1c1ccccc1 (stereo not given) | -2% | 3% | 8% | ? | 7.1µM* | -5% | ? | -5% | 2%
Cc1cccc(C(=O)NCCNC(=O)c2cnccn2)c1 | -2% | 8% | -4% | -2% | -3% | -6% | 10% | -6% | 20%
COc1ccc2[nH]c3c(c2c1)CCN1C(=O)C(CC(=O)NCc2ccco2)C[C@H](C(=O)N2CCOCC2)[C@@]31CCC1CCCC1 (stereo not given in full) | -7% | 1% | -1% | -32% | ? | 1% | -3% | 6% | -2%
NCCCCCNC(=O)c1nc[nH]c1C(=O)NCC(=O)OCc1ccccc1 | 9% | 11% | -4% | -21% | -4% | 4% | -4% | -1% | 34%
Cc1ccc(C)n1-c1ccc(C(=O)/C=C/N(C)C)cc1 | -4% | -54% | 0% | -25% | -20% | 101%[activator] | -13% | 10% | -5%
O=C(N[C@@H](Cc1ccccc1)C(=O)O)c1c(F)c(F)c(F)c(F)c1F | -1% | 14%[57.1 µM] | -2% | -16% | -17% | 2% | -9% | 1% | 57%[activator]

A second format for seven compounds above.
Every second line gives: Tb PGK inh	TrxR1 inh	GLS inhibitor	JMJD2A Tudor	ALOX12 inh	Pin1 inh	RGS4 inh	ERG-DNA inh	HP1b chromo inh
> CCOP(=O)(c1ccccc1)C1(O)CCCCC1 (stereo not given)
 : i	6%[57.1 µM]	-14%	-16%[11.4 µM]	0%	-2%	4%[11.4 µM]	4%	58%[activator]
> O=C(COc1ccc(C(=O)c2ccccc2)cc1)NC1CCCCCC1
 : i	-2%	0%	-6%	-6%	-4%	-34%	.	39%
> COC(=O)CCC/C=C1/SCC(NC(=O)c2ccccc2)C1NC(C)=O (stereo not given)
 : -6%	20%	-1%	-2%	1%	-4%	-12%	0%	50%[activator]
> COCCOc1ccc(C(F)(F)F)cc1Nc1nc2ccccc2o1
 : -2%	12%[57.1 µM]	32%[activator]	28µM*	0%	2%	-8%[11.4 µM]	-1%	30%
> NS(=O)(=O)c1cc(Cl)c(Cl)c(S(N)(=O)=O)c1
 : 4%	14%	0%	-17%	2%	-7%	14%	5%	26%
> O=C(O)Cc1c(-c2ccccc2Cl)c2cc(Br)ccc2[nH]c1=O
 : -9%	5%	8%	-5%	4%	4%	19%	13%	42%[activator]
> O=C(O)/C=C/c1cccc(NC(=O)Nc2ccc([N+](=O)[O-])cc2)c1
 : -6%	5%	0%	?	-4%	3%	-11%	9%	6%

Bioassay records as filed in PubChem BioAssay.
